bIAP act: intestinal alkaline phosphatase (bovine) activation; activation factor at 20 µM; AID 1016; 200,000 compounds, 0.17% hits; purified bovine IAP, CDP-star luminescence, 30 min; active compounds read high; fold of DMSO-control signal, blank-subtracted;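 active = activation factor of 2 or more at 20 µM, a signal rise over negative controls twice the positive control's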
STAT1 blocker: reduces IFN-gamma driven STAT1 reporter signal; 200,000 compounds, 0.35% hits; NIH 3T3 STAT1-luciferase reporter, luminescence; inhibition, % at 5.5 µM;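 active = inhibition above a set limit, the mean inhibition across all tested compounds plus 3 SD, cut at about 34% in these data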;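 note: 0% = IFN-gamma with DMSO and 100% = IFN-gamma with 300 µM nifuroxazide; values of inactives mirror those of a sister screen read the other way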
STAT3 activator: STAT3 signaling activation. activation (% of control), % at 5.6 µM. 190,000 compounds, 0.91% hits. U3A cells, IL-6 STAT3-luciferase reporter, luminescence; 100% = signal with IL-6 EC80 alone;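 active = activation above the screen-wide mean of compound activation plus 3 SD, cut at about 130% in these data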;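 note: 0% = background luminescence of wells with medium and substrate only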
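Material: human U3A cells carrying STAT3-luciferase construct. Measured by: reporter luminescence signal. Timing: compound 1 h, then IL-6 6 h at 37 °C.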
TNAP act hiacc: TNAP (human) activation, high acceptor; P05186; purified TNAP, CDP-star luminescence, 1 M DEA, 30 min; active compounds read high; 0 = EDTA background, 1 = DMSO-only activity; activation factor at 20 µM; 200,000 tested, under 10 active;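 active = activation factor at least 2 at 20 µM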
Target sequence (P05186 whole entry, looked up): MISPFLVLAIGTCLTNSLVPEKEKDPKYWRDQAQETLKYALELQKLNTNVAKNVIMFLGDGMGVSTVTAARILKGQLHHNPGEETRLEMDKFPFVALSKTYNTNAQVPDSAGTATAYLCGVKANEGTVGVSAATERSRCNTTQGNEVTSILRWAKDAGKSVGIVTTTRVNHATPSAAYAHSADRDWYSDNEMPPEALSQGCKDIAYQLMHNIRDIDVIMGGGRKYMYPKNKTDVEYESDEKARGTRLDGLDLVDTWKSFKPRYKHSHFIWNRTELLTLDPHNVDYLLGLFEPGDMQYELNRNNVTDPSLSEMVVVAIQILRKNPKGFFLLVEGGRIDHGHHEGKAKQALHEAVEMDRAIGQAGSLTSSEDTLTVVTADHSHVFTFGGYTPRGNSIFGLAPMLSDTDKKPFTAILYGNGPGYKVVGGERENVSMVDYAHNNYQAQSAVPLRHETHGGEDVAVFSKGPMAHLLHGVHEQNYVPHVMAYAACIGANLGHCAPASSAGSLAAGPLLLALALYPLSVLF
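Measured by: Luminescent substrate turnover signal | Test system: Human TNAP | Input: TNAP 1/800 final | Dosing: 20 µM single point | Schedule: 30 min, room temperature | Controls: EDTA wells as negative control, DMSO wells as positive control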
STAT3 inh: reduces IL-6 driven STAT3 reporter signal; inhibition, % at 5.5 µM; U3A cells, IL-6 STAT3-luciferase reporter, luminescence; host cell line lacks STAT1; AID 862; 190,000 compounds, 0.89% hits;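 active = inhibition above the mean inhibition across all screened compounds plus 3 SD, cut at about 44% in these data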;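 note: 0% = DMSO only wells and 100% = 100 µM nifuroxazide control wells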
TR-FRET SRC-2 ct: flags TR-FRET format artefacts in PPARgamma SRC-2 recruitment agonist screen. AID 1049. 200,000 compounds, 0.4% hits. TR-FRET artefact counter-screen; active compounds read high. TR-FRET ratio at 8 µM; in the data active = TR-FRET ratio above about 2000; note: inactives centre near 1500
PPARg SRC2 recr: agonists of SRC-2 recruitment by human PPARgamma; P37231; PPARgamma LBD-SRC-2 recruitment, biochemical; activation, % at 8 µM; 200,000 compounds, 0.34% hits; in the data active = activation above about 22%;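 note: 0% = vehicle and 100% = reference agonist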
Target sequence (P37231 whole entry, looked up, the tested form may be a part): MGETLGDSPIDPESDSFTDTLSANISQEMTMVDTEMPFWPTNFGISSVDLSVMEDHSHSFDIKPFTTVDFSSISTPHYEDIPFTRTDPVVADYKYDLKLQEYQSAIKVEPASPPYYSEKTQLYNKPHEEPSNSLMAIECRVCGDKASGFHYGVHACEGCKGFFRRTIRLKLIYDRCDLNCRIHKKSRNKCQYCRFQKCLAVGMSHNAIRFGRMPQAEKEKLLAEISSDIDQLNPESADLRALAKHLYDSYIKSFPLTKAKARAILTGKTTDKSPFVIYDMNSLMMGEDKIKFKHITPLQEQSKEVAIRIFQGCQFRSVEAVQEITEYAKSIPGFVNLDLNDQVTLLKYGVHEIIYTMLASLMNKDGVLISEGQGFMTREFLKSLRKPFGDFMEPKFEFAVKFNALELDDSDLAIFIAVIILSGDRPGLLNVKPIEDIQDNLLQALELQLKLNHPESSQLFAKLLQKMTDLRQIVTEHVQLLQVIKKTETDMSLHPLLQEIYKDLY
PPARg SRC1 recr: promotes SRC-1 coactivator recruitment by human PPARgamma; P37231; PPARgamma-SRC-1 coactivator recruitment biochemical assay; 200,000 compounds, 0.41% hits; activation, % at 8 µM; in the data active = activation above about 19%;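 note: 0% = DMSO and 100% = reference agonist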
bIAP inh: blocks bovine intestinal alkaline phosphatase activity; purified bovine IAP, CDP-star luminescence, 30 min; inhibition, % at 20 µM; 190,000 tested, under 10 active;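 active = over 50% inhibition of intestinal alkaline phosphatase at 20 µM in the single-dose screen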
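System: purified bovine intestinal alkaline phosphatase (IAP) enzyme; Input: IAP diluted 1/65,000,000 in the well; Measured by: CDP-star luminescence signal; Compound dosing: 20 µM single dose; Incubation: 30 min reaction at room temperature.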
ROMK mod: modulates human ROMK potassium channel activity | B-score at 10 µM | AID 1918 | Tet-inducible ROMK, thallium flux fluorescence; actives lie on both sides | 130,000 compounds, 2% hits | P48048;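 active = signal ratio slope over the read window, or its plate-corrected B-score, at least 3 SD from the plate mean, either direction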;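 note: B-score of the F/F0 ratio slope over 7 to 12 s after thallium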
PPARg SRC-3 ag: agonists of human PPARgamma SRC-3 coactivator recruitment. biochemical PPARgamma/SRC-3 coactivator recruitment assay. activation, % at 8 µM. 200,000 compounds, 0.26% hits. AID 731; in the data active = activation above about 23%;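 note: 0% = DMSO and 100% = reference agonist; some compounds past the cut are filed as inactive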
Active calls of the source: *; . = not tested or not shown. The order is random. About 3.7% of those tested had a hit in this group.

Values run as follows: bIAP act	STAT1 blocker	STAT3 activator	TNAP act hiacc	STAT3 inh	TR-FRET SRC-2 ct	PPARg SRC2 recr	PPARg SRC1 recr	bIAP inh	ROMK mod	PPARg SRC-3 ag
O=C1C(Cl)=C(N2CCCCCC2)C(=O)N1c1ccccc1
  0.9	-5	79	1	26	1441	-1	-3	5	-0.2	-8
CNS(=O)(=O)c1cc(O)c2c(S(=O)(=O)NC)cccc2c1
  0.9	-9	97	1.1	8	1828	4	10	7	.	3
CC1(C)CC(n2c(NCCO)nc3c(c2=O)C2(CCCC2)Cc2ccccc2-3)CCO1 (centres undefined)
  0.9	-4	108	1.1	-2	1391	-4	-11	9	-2.7	-5
Cc1occc1-c1nnc(SCC(=O)N2CCN(c3ccccc3F)CC2)n1C
  1.1	3	105	1.1	-2	1636	3	4	-10	-0.034	1
CC(C)c1ccc(OCC(=O)Nc2ccc(OC(F)(F)F)cc2)cc1
  1	0	100	1	-5	1595	6	-2	-2	.	6
CCc1nnc(NS(=O)(=O)c2ccc(NC(=S)NC(=O)c3cccs3)cc2)s1
  0.9	-8	106	1	-7	1677	6	1	10	0.81	2
Cc1cccc(-n2cc[nH]c2=S)c1
  1	6	96	1	2	1529	11	2	-2	-0.77	7
Cc1cc(C(=O)COc2cc(F)ccc2[N+](=O)[O-])c(C)n1C1CC1
  0.9	5	101	1	1	1722	-11	6	6	0.013	-4
COc1ccccc1NC(=O)c1[nH]c(C)c(C(C)=O)c1C
  0.9	3	162*	1.1	-60	1595	6	6	14	.	-4
CCCCn1c(NC(=O)c2ccc(Br)o2)c(S(=O)(=O)c2ccccc2)c2nc3ccccc3nc21
  0.9	6	95	1	12	1604	16	6	6	-1.4	8
Cc1cccc(NC(=O)c2cccc(NC(=O)Cc3cccs3)c2)c1
  1	3	99	1	6	1670	5	0	-1	-0.49	1
Cc1cccc(NC2=NC(C)(C)N=C(N)N2)c1
  0.9	-1	90	1	15	1336	-3	-5	6	0.77	-3
CN(C[C@H](Cc1ccccc1)N(C[C@H](CC1CCCCC1)N(CCc1ccccc1)N=O)N=O)N=O
  0.9	-2	.	1	.	1485	9	-3	8	.	5
CSCCC(NC(=O)c1ccccc1C)C(=O)O (centres undefined)
  1.2	-3	101	1.1	3	1533	5	-2	-17	0.83	0
COc1ccccc1/C=C1\SC(=O)N(CCC(=O)NNC(=O)c2ccccc2Cl)C1=O
  1	3	109	1	0	1372	-9	3	-4	.	0

Complete entries as entered above. Screens in order: bIAP act	STAT1 blocker	STAT3 activator	TNAP act hiacc	STAT3 inh	TR-FRET SRC-2 ct	PPARg SRC2 recr	PPARg SRC1 recr	bIAP inh	ROMK mod	PPARg SRC-3 ag
`COc1ccccc1NC(=O)c1[nH]c(C)c(C(C)=O)c1C` is listed as 0.9	3	162*	1.1	-60	1595	6	6	14	.	-4
`COc1ccccc1/C=C1\SC(=O)N(CCC(=O)NNC(=O)c2ccccc2Cl)C1=O` is listed as 1	3	109	1	0	1372	-9	3	-4	.	0
`CC(C)c1ccc(OCC(=O)Nc2ccc(OC(F)(F)F)cc2)cc1` is listed as 1	0	100	1	-5	1595	6	-2	-2	.	6
`Cc1cccc(NC(=O)c2cccc(NC(=O)Cc3cccs3)c2)c1` is listed as 1	3	99	1	6	1670	5	0	-1	-0.49	1

New compounds follow:
Values run as follows: bIAP act	STAT1 blocker	STAT3 activator	TNAP act hiacc	STAT3 inh	TR-FRET SRC-2 ct	PPARg SRC2 recr	PPARg SRC1 recr	bIAP inh	ROMK mod	PPARg SRC-3 ag
Cc1cc(=O)oc2cc(OCC(=O)OCC(=O)N3CCC(C)CC3)ccc12
  1	3	97	1	4	1369	1	0	-2	-0.019	0
C=C(C(=O)c1ccccc1)C(c1ccccc1)C(C)C(=O)c1ccccc1 (centres undefined)
  1	4	106	1	-8	1555	3	-7	3	.	5
CN(Cc1ccccc1)C(=O)COC(=O)c1ccc(S(=O)(=O)N(C)C)cc1
  0.9	-4	101	1.1	3	1526	1	0	5	-0.24	2
O=C(c1ccc2nc3ccccc3c(=O)n2c1)N1CCN(Cc2ccc3c(c2)OCO3)CC1
  1	0	92	1.1	17	1653	-1	-5	-4	-0.37	3
CC1=Nc2cc(Cl)ccc2Oc2ccccc21
  1	-1	87	1	19	1685	8	8	0	2.5	5
CN(Cc1ccccc1)C(=O)COC(=O)c1ccccc1NS(=O)(=O)c1cccc(N)c1
  0.9	-4	99	0.9	2	1353	-1	9	8	-0.6	4
Cc1cc(C(=O)OCC(=O)Nc2ccc(F)cc2[N+](=O)[O-])c2ccccc2n1
  1.3	-2	122	1	-14	1557	-9	-8	-26	-0.25	3
COc1cc(/C=N/O)cc(Br)c1OCC(=O)NCc1ccccc1
  1.1	7	96	1	2	1526	4	4	-6	0.63	0
COc1cccc(CNc2ncc(Br)cc2Br)c1O
  0.9	4	102	1	3	1445	-2	-1	13	-0.13	-18
N#C/C(=C\c1cccc(Oc2ccc(C(F)(F)F)cc2[N+](=O)[O-])c1)c1nc2ccccc2[nH]1
  0.9	0	104	1	3	1543	2	-1	11	0.35	9
COc1ccc(C)cc1NC(=O)NC(C)c1ccncc1 (centres undefined)
  1	5	107	1.1	-6	1482	7	2	2	0.74	2
CCCCNC(=O)C1CC(=O)N(CCC(C)C)C1 (centres undefined)
  1	-1	102	1	4	1557	-1	2	1	.	-3
CCOC(=O)c1sc(NS(=O)(=O)c2ccccc2)nc1C
  1	11	99	1	5	1509	3	2	3	.	10
Cn1c(C(=O)N2CCN(C(=O)c3ccco3)CC2)cc2c(=O)n3ccccc3nc21
  1.2	-6	103	1	-2	1445	0	6	-21	0.82	5
CCCC(=O)N(c1ccc(OC)cc1)C1C=CS(=O)(=O)C1 (centres undefined)
  1.1	7	99	1	7	1561	6	6	-12	.	3
CCOC(=O)C(C)n1cnc2c(cnn2-c2ccc(Cl)cc2)c1=O (centres undefined)
  0.9	-2	85	1	22	1742	5	9	6	.	10
Cc1nn(Cc2ccccc2)c(C)c1CCC(=O)O
  0.9	-4	111	1	-9	1526	1	-4	6	.	16
COc1ccc(N(C)S(=O)(=O)c2cccc(C(=O)NCC3CCCO3)c2)cc1 (centres undefined)
  1	1	96	0.9	10	1744	6	2	-1	-0.0036	7
CCOc1ccc(CCNC(=O)COC(=O)c2cc(OC)cc(OC)c2)cc1OCC
  1	-3	101	1.1	4	1521	-2	5	-1	-0.42	-4
Cc1c(C(=O)Nc2nc3ccccc3[nH]2)oc2ccc(Br)cc12
  1	-15	86	1.1	12	1559	3	10	2	.	-1
Cc1nc(SCc2ccc(OCCC(C)C)cc2)n[nH]1
  1.4	-11	94	1	12	1583	4	-3	-38	-0.43	0
Cc1ccc(C)c(NCC(O)c2ccccc2)c1 (centres undefined)
  1	-5	91	1.1	19	1680	0	2	1	-0.84	2
CCNC(=S)Nc1ccc(OC(F)(F)F)cc1
  1	9	101	1	4	1448	0	8	-3	0.19	6
Cc1cccc(Cn2cnc3ccccc32)c1
  0.8	-2	106	1	0	1433	2	-4	19	.	-3
COc1cc(SC)ccc1C(=O)Nc1ncc(C)s1
  0.7	90*	16	1.1	100*	1508	2	0	35	-0.28	7
CC(=O)c1ccc(NC(=O)c2cnsn2)cc1
  1.1	-18	90	1.1	14	1615	10	2	-12	0.46	7
COc1ccc(CCNC(=O)N2c3ccccc3Sc3ccccc32)cc1
  .	7	89	.	21	1726	0	7	.	.	7
Cc1ccc(C)c(NC(=O)c2ccccc2NS(=O)(=O)c2cc([N+](=O)[O-])ccc2C)c1
  1	16	68	1	38	1759	11	2	-3	.	5
COc1ccccc1C1=NOC(Cn2c(=O)c3c(ncn3C)n(C)c2=O)C1 (centres undefined)
  0.8	-3	99	1.1	4	1756	6	4	24	0.093	2
COc1ccc(C)cc1NC(=S)Nc1ccccc1SC
  1	-7	114	1	-8	1402	1	-5	2	-0.78	1
O=C(Nc1ccccc1)/C(=C1\CCCN1)[N+](=O)[O-]
  1.1	-13	93	1	14	1459	3	-5	-11	-0.0045	1
COc1ccc(C2CC(=O)N3CN(c4ccc(C)c(Cl)c4)CSC3=C2C#N)cc1 (centres undefined)
  0.9	5	95	1	12	1800	8	6	12	.	15
NS(=O)(=O)c1ccc(NC(=O)CCc2ccccc2)cc1
  0.9	2	102	1	0	1573	4	6	14	-0.48	0
O=C(/C=C/c1ccco1)Nc1ccc2nc3n(c(=O)c2c1)CCCC3
  1	-22	88	1	18	1696	6	8	2	-0.2	4
Cc1cccc(C)c1NC(=O)CSc1cc(C(=O)c2nccn2C)c2ccccc2n1
  1	6	95	1	4	1546	-3	3	4	0.12	-6
COCCN(C(C)=O)c1nnc(-c2ccccn2)s1
  0.8	-12	95	1.1	10	1436	-1	2	16	0.69	11
CCN1CCN(CC(=O)Nc2ccc(Cl)c(S(=O)(=O)N(C)C)c2)CC1
  1.2	1	101	1.1	2	1514	3	-2	-17	-0.66	-5
CNC(=S)N(Cc1cc2cc(OC)c(OC)cc2[nH]c1=O)C1CCCC1
  1.1	1	107	1.1	-5	1385	-6	-14	-10	-0.68	7
CCC(C)(C)NC(=O)COc1ccc(OCc2ccccc2)cc1
  0.9	5	101	1	4	1604	0	-3	14	0.019	0
Cc1[nH]c2ccccc2c(=O)c1SC(F)(F)C(F)C(F)(F)F (centres undefined)
  1	2	103	1	1	1643	2	4	2	.	-7
CCN1C(=O)C(CC(=O)Nc2ccc(F)cc2)N(Cc2ccc3c(c2)OCO3)C1=S (centres undefined)
  0.9	11	100	1	5	1786	1	2	10	-1.8	-1
COc1ccc(Nc2nc(N)nc(CN3CCOCC3)n2)cc1
  1	5	99	1.1	3	1637	9	4	5	0.85	3
O=C(CCN1C(=O)C2C3CC(C(Br)C3Br)C2C1=O)OCC(=O)c1ccccc1 (centres undefined)
  1	1	100	0.9	-1	1578	0	-5	-3	-0.59	1
CCn1c(SCc2nc3sc(C(=O)O)c(C)c3c(=O)[nH]2)nc2ccccc21
  1	1	106	1	-9	1424	0	1	-4	-2.1	0
Cc1cc(OCC(=O)NC(C)c2ccccc2)ccc1[N+](=O)[O-] (centres undefined)
  1	-4	97	1	11	1493	2	6	2	0.082	2
COc1cccc2c1OC1(C)CC2NC(=O)N1c1cccc(C(=O)N2CCN(c3ccccc3)CC2)c1 (centres undefined)
  1	-2	108	1	-2	1429	-3	-5	-1	0.4	-4
N#CC1=C(S)N(c2ccccc2)C(c2ccc(-c3cc(Cl)ccc3Cl)o2)NC1=O (centres undefined)
  2*	-2	101	1	2	1572	5	5	-101	.	8
